Compound activity from PubChem.
Rab9 promoter act: activates the Rab9 promoter; Huh7 Rab9 promoter-luciferase reporter, luminescence, 24 h; Potency, µM (series often up to 9.22 µM), inactives show top-dose activation, negative = inhibition, hits mostly activators; hit rate 2.8% among 320,000; also: potency is read from the fitted curve at half-maximal effect; % of control where 0% means no effect; nearly all actives have a fitted effect of over 60% in size
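Steps: seed 1500 Huh7 Rab9-luc cells per well, rest 2 h at 37 °C; add compound in DMSO; incubate 24 h; add luciferase reagent, 10 min ambient; read luminescence.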
BRCA1 expr act: BRCA1 expression activation. MCF7-BRCA1-FFLuc reporter, luminescence, 48 h; response scale: scaled: vehicle 0%, 10 µM genistein 100%. hit rate 1.1% among 380,000. Potency, µM (titrated, usually from 46.1 µM), for inactives: at the top dose activation, usual class: activators; also: potency is read from the fitted curve at half-maximal effect; nearly all actives have a fitted effect of over 80% in size; some results filed as inactive show a strong effect at the top dose
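Using MCF7 cells harboring a BRCA1 firefly luciferase reporter, plated 2 h before compound pinning, the screen measured luminescence after 48 h incubation. Responses were normalized to DMSO and 10 microM genistein, then fitted for concentration-effect.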
p53 reactivation: re-activators of mutant p53; H1299 p53-A138V BP100-luciferase reporter, luminescence, 24 h; Potency, µM (doses to about 92.2 µM), inactives show top-dose activity change, positive = activation, usual class: activators; hit rate 0.063% among 320,000; also: potency is read from the fitted curve at half-maximal effect; % of control where 0% means no effect; nearly all actives have a fitted effect of over 45% in size
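p53-null H1299 cells stably carrying temperature-sensitive p53-A138V and a BP100-luciferase reporter were pinned with compounds (4-point, 1:5 series) and held 24 hrs at 37 deg C. Luminescence was read 10 min after detection reagent.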
PKM2 activator: PKM2 (human) enzyme activation | purified PKM2, Kinase-Glo ATP luminescence, activation; response scale: 0% is enzyme alone, no compound | P14618 | hit rate 0.34% among 260,000 | Potency, µM (series often up to 57.5 µM), for inactives: at the highest dose activation, actives largely listed as activators; also: potency is read from the fitted curve at half-maximal effect; % is scaled to controls: 0 for no effect and ±100 for the full control effect; nearly all actives have a fitted effect of over 55% in size
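Purified hPK-M2 (>95%) run at intermediate activity with 0.1 mM ADP and 0.5 mM PEP in 50 mM imidazole pH 7.2, KCl, MgCl2; 1 h room temperature. ATP formed read by Kinase-Glo luminescence; normalized to uninhibited and no-enzyme controls.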
VP16 counter: inhibits Gal4-VP16 luciferase reporter, ROR gamma counter-screen; Drosophila S2 Gal4-VP16 UAS-luciferase, luminescence, 20 h; Potency, µM (series often up to 53.6 µM), for the others: top-dose activity, negative = inhibition, most hits filed as inhibitors; hit rate 3.5% among 310,000; AID 2546;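 also: Gal4-VP16 expression switched on by copper sulfate through the metallothionein promoter; potency is read from the fitted curve at half-maximal effect; % is scaled to controls: 0 for no effect and ±100 for the full control effect; nearly all actives have a fitted effect of over 50% in size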
ELG1 genotoxic: inducers of genotoxicity in HEK293T ELG1-luciferase cells; HEK293T ELG1-luciferase reporter, luminescence, 16 h; Potency, µM (top dose mostly 46 µM), for inactives: at the top dose activity change, positive = activation, hits mostly activators; hit rate 1.3% among 330,000; also: potency is read from the fitted curve at half-maximal effect; % of control where 0% means no effect; nearly all actives have a fitted effect of over 60% in size
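Screening used a luciferase reporter fused to human ELG1 in HEK293T cells. Luminescence was read on a CCD plate imager after 16 hr exposure and 30 min ONE-Glo incubation.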
Menin-MLL TR inh: inhibitors of human menin-MLL interaction, mutant MLL peptide. AID 1768. Potency, µM (top dose mostly 61.6 µM), inactives show top-dose FP activity change, negative = inhibition, usual class: inhibitors. hit rate 0.23% among 270,000. Menin + Texas Red MLL mutant peptide, fluorescence polarization. O00255; active = well fitted inhibition curve with a large enough effect in the polarisation, with a control signal flat, not every such curve was filed as active; inconclusive = small, poorly fitted or top-dose-only effect, or effect the other way, or a change in a side signal; inactive = no such curve, though single readings can be large or run the other way; the % refers to the polarisation; also: potency is read from the fitted curve at half-maximal effect; % of control where 0% means no effect; many of its hits are not listed in these tables
Target sequence (O00255 whole entry, looked up): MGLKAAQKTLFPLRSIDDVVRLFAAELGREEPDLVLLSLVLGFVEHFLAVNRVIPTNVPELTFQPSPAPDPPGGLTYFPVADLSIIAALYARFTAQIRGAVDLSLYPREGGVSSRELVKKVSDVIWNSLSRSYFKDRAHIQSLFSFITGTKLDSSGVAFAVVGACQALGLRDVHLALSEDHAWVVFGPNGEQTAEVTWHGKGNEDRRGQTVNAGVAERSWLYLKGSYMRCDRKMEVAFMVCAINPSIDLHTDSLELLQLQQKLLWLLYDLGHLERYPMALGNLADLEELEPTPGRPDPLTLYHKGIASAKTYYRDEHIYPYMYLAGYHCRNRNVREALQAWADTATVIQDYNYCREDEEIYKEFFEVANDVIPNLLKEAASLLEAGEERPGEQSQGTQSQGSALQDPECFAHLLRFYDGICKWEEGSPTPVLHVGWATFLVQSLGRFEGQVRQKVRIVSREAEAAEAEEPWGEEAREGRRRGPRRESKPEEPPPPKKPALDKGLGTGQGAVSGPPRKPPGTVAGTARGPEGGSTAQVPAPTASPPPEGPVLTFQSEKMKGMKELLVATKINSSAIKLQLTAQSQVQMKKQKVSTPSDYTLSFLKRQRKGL
RORg inh: inhibitors of mouse ROR gamma transcriptional activity; P51450; Drosophila S2 Gal4-RORgamma UAS-luciferase reporter, 20 h; Potency, µM (highest dose often 53.6 µM), for the others: top-dose activity change, negative = inhibition, actives largely listed as inhibitors; hit rate 5.4% among 310,000; AID 2551; also: potency is read from the fitted curve at half-maximal effect; % is scaled to controls: 0 for no effect and ±100 for the full control effect; nearly all actives have a fitted effect of over 60% in size
Target sequence (P51450 whole entry, looked up, the tested form may be a part): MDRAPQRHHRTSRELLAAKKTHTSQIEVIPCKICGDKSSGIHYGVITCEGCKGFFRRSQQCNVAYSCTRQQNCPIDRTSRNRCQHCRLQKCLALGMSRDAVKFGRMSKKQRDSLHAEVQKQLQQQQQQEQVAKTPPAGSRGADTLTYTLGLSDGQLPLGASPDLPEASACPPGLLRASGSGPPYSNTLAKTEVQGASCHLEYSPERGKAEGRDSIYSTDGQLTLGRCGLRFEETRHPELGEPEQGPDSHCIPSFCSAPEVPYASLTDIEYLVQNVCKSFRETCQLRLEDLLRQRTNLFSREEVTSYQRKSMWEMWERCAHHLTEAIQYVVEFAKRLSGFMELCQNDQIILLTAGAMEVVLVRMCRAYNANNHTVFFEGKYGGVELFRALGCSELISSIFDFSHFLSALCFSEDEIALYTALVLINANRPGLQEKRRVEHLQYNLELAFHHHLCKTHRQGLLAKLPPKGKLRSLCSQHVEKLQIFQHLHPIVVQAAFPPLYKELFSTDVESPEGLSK
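In this cell-based reporter format, copper sulfate (700 uM final) drives Gal4–ROR gamma fusion expression from a metallothionein promoter in Drosophila Schneider cells; compounds preincubated 1 hr, reporter read after 20 hr at ambient temperature.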
NPC1 promoter act: NPC1 promoter activation; Huh7 NPC1 promoter luciferase reporter, 24 h; Potency, µM (highest dose often 9.22 µM), for the others: at the top dose activation, hits mostly activators; hit rate 2.4% among 320,000;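 also: potency is read from the fitted curve at half-maximal effect; % of control where 0% means no effect; nearly all actives have a fitted effect of over 60% in size; reporter is driven by a mutant NPC1 promoter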
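Quantitative HTS used a cell-based reporter: Huh7 cells stably bearing the NPC1 promoter upstream of luciferase were treated with compounds for 24 h, and promoter activation was read as luminescence.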
Giardia kill: Giardia lamblia killing | Giardia lamblia trophozoite viability | activity change, % at 7.66 µM, hits read low | hit rate 0.15% among 340,000 | AID 540267; in the data active = activity change below about -80%; inconclusive = between about -30% and that limit;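 also: parasites exposed to compound for two days anaerobically before the ATP read; % is scaled to controls: 0 for no effect and ±100 for the full control effect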
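ATP-content bioluminescence gauges trophozoite survival. Cells (100/well) receive compound and incubate anaerobically for 48 hrs at 37 deg C; detection reagent follows for 15-30 min at room temperature.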
FLuc modulator: firefly luciferase modulation, counter-screen for miR-21 project | P08659 | purified FLuc, Km substrates, luminescence inhibition | Potency, µM (doses to about 57.5 µM), inactives show top-dose activity change, negative = inhibition, usual class: inhibitors | hit rate 6.9% among 360,000;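 also: potency is read from the fitted curve at half-maximal effect; plate controls were vehicle for no effect and reference inhibitor for full effect; nearly all actives have a fitted effect of over 55% in size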
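Biochemical qHTS of compounds, final roughly 60 µM downward over six points, against 10 nM purified firefly luciferase using Km concentrations of substrates (10 uM D-luciferin, 10 uM ATP) in Tris acetate pH 7.5 buffer; luminescence output.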
* = called active by the depositor; ? = inconclusive; · = not tested or not shown; & = joins results of further samples; [ ] = another dose, or the depositor's remark. Unless noted, calls follow the shape of the dose curve; as a rule, active = well fitted curve in the direction sought with a large enough effect; inconclusive = small, poorly fitted or top-dose-only effect, or another doubt; inactive = no such curve, though single readings can be large; an effect the other way counts as inactive or inconclusive. This is a subset (hit frequency here may not be typical).

SMILES	Rab9 promoter act	BRCA1 expr act	p53 reactivation	PKM2 activator	VP16 counter	ELG1 genotoxic	Menin-MLL TR inh	RORg inh	NPC1 promoter act	Giardia kill	FLuc modulator
CC(C)c1cc(CNC(=O)c2ccc(OC3CCN(Cc4ccccn4)CC3)cc2)on1	-8%	-8%	-2%	·	-3%	-4%	·	-13%	-38%[inhibitor]	37[activator]	-3%
COc1cccc(N2CCN(Cc3nc(N)nc(N4CCCc5ccccc54)n3)CC2)c1	-1%	-9%	-10%	4%	-13%	-4%	-19%	?	-2%	0	6%[2.3 µM]
O=C(CCS(=O)(=O)c1cccc2nsnc12)N1CCN(Cc2ccc3c(c2)OCO3)CC1	-5%	1%	-4%	18%	-5%	-1%	-14%	-12%	2%	6	0%
COc1ccc(C(=O)NCc2ccc(-c3nc4ccccc4s3)cc2)cc1	22%	64%	17%	3%	3%	-1%	-27%	4%	24%	-10	2.4µM*
CNC(=O)c1ccccc1S(=O)c1ccccc1C#N (configuration not stated)	-6%	-1%	0%	3%	0%	2%	0%	-5%	-1%	-1	2%
CCOc1cc(S(=O)(=O)N(CC)CC)ccc1Br	0%	-39%	-7%	-4%	9%	3%	3%	14%	-2%	-5	-4%
CCN(C(=O)CN1C(=O)NC2(CCc3ccccc32)C1=O)C1CCCCC1 (configuration not stated)	-4%	-7%	-5%	·	·	0%	·	·	-3%	-12	-1%
O=C(N/N=C(\CC(=O)c1cccs1)C(F)(F)F)c1cccnc1	-3%	-26%	1%	8%	-4%	-9%	·	-34%	0%	5	-1%
CCCOc1ccc(N2C(=O)CC(N(Cc3ccc(S(N)(=O)=O)cc3)C(=O)CC)C2=O)cc1 (configuration not stated)	-8%	-19%	-5%	0%	-4%	-1%	30%[activator]	7%	-4%	-4	9%
CC(=O)c1ccc(NC(=O)CCn2c(=S)oc3ccccc32)cc1	-2%	-9%	0%	·	-1%	1%	-24%	-2%	3%	17	5%
Nc1nc(CSc2ccc(Cl)cc2)nc(N2CCCCC2)n1	-6%	18%	8%	0%	-7%	0%	-9%	?	-2%	-14	?
CCOC(=O)N1CCC(=NNC(=O)c2ccccc2F)CC1	-5%	0%	27%	-2%	24%	6%	11%	-1%	1%	-10	2%
Cc1ccc(NC(=O)c2ccccc2OCC(=O)c2ccc(F)cc2)cc1	-3%	-33%	-3%	5%	?	12%	15%	-38%	-2%	-23	-1%
O=C(O)/C=C/C(=O)N1Cc2cc3ccccc3nc2C1	2%	-8%	4%	-1%	-7%	0%	-8%	3%	2%	1	-4%
CC(C)Sc1nc2sccc2c(=O)n1-c1ccccc1	4%	-6%	3%	-1%	4%	5%	-3%	19%	1%	5	0%
Cc1nn(-c2ccc(Cl)cc2)c2sc(C(=O)N3CCN(C(=O)c4ccco4)CC3)cc12	-5%	·	1%	-2%	-7%	-4%	2%	-3%	5%	·	2%
O=C(CCNC(=O)c1ccc([N+](=O)[O-])cc1)Nc1ccc(F)c(F)c1F	0%	0%	-4%	1%	-8%	-2%	-1%	28%	4%	-15	-1%
C/C(CC(=O)Nc1ccc(Cl)c(Cl)c1)=N\NC(N)=S	-10%	-36%	1%	8%	11µM*	-3%	25%	5.6µM*	-5%	-14	4%
O=C(OCc1cc(=O)n2cc(Br)ccc2n1)C1COc2ccccc2O1 (configuration not stated)	-2%	12%	-11%	7%	-1%	2%	-2%	0%	0%	8	0%
CCc1ccc(/C(C)=N/NC(=O)c2c[nH]c3ccccc23)s1	17%	-10%	-5%	0%	2%	1%	·	-25%	16%	-20	?
COc1ccccc1-c1n[nH]c(=S)n1N	-2%	-2%	-2%	-5%	-2%	1%	-13%	-29%	0%	11	-4%
Cc1nc2cc(NC(=O)NCCC3=CCCCC3)ccc2o1	3.5µM*	?	?	4%	2%	15µM*	-5%	?	4µM*	6	12µM*
COc1ccc(OC)c(C(=O)NC(CC(N)=O)c2ccc(NCCN3CCOCC3)c([N+](=O)[O-])c2)c1 (configuration not stated)	2%	1%	-1%	1%	0%	7%	·	29%	0%	13	0%
O=C1CSC(=S)N1c1cccnc1	0%	15%	0%	30%	7%	3%	15%	-1%	4%	11	0%
CCc1ccc(Oc2nnnn2-c2ccc(C(N)=O)cc2)cc1	-9%	5%	-2%	0%	8%	0%	9%	-12%	-6%	6	-1%
Additional entries
SMILES	Rab9 promoter act	BRCA1 expr act	p53 reactivation	PKM2 activator	VP16 counter	ELG1 genotoxic	Menin-MLL TR inh	RORg inh	NPC1 promoter act	Giardia kill	FLuc modulator
NC(=O)c1ccsc1NC(=O)c1ccc(N2CCCC2=O)cc1	0.63µM*	?	18%	-24%	?	1.6µM*	25%	?	2.2µM*	?	3µM*
CCN(Cc1nc2cc(OC)c(OC)cc2c(=O)[nH]1)C(=O)c1ccc(S(=O)(=O)N(C)C)cc1	-3%	-19%	9%	-1%	-28%	-12%	-10%	5%	2%	2	-7%
Cc1ccccc1CS(=O)(=O)c1cnc2ccccc2n1	-12%	-55%	-19%	0%	17%	-8%	7%	-35%	-1%	-3	-1%
CCCCC(=O)Nc1ccc(NC(=O)CCCC)nc1	2%	5%	8%	-1%	-9%	7%	-12%	20%	15%	5	-2%
COCCOC(=O)c1[nH]c2c(c1C)C(=O)CC(c1ccco1)C2 (configuration not stated)	-18%	-40%	8%	?	-8%	15%	13%	-6%	-11%	6	2%
Cc1oc(-c2cccc(Cl)c2)nc1CN1CCCC(C(=O)NCCCN2CCOCC2)C1 (configuration not stated)	0%	-7%	-3%	-7%	-23%	-5%	5%	-5%	-2%	-20	-2%
Cc1ccc(NC2CCCN(C(=O)CCc3scnc3C)C2)cc1C (configuration not stated)	-2%	-10%	-11%	5%	1%	-4%	·	5%	2%	-11	0%
O=C1CN(C(=O)c2ccc(Cl)c(S(=O)(=O)N3CCc4ccccc43)c2)c2ccccc2N1	-1%	-44%	0%	3%	3%	-11%	·	28%	0%	-5	1%
CCOc1ccc(CN2C(=O)c3ccccc3C2C(=O)NC(C)CC)cc1OC (configuration not stated)	13%	-3%	-2%	·	-5%	1%	-2%	-11%	1%	4	-3%
CCN1CCN(CCn2c(=S)[nH]c3cc4c(cc3c2=O)OCO4)CC1	1%	0%[1.84 µM]	1%	2%	0%	0%	7%	-14%	-1%	-5	2%
CCOC(=O)CN1C(=O)S/C(=C/c2cccc([N+](=O)[O-])c2O)C1=O	-7%	37%	2%	-7%	-9%	-3%	?	20%	-1%	?	?
Cc1ccc(N/C=C/C(=O)c2cccs2)cc1C	3.5µM*	-47%	-4%	2%	?	?	15%	13µM*	24%	0	0.19µM*
Cc1onc(-c2ccccc2Cl)c1C(=O)NNC(=O)c1cccc(F)c1	-2%	0%	2%	-2%	5%	2%	0%	-14%	-6%	5	0%
CC(=O)N1c2ccc(S(=O)(=O)NCCC(=O)NCc3ccc(F)cc3)cc2CC1C (configuration not stated)	-5%	3%	1%	·	-5%	0%[9.26 µM]	3%	43%	-1%	-13	0%
CCCOc1ccc(C2/C(=C(/O)c3ccc(F)cc3)C(=O)C(=O)N2CCCN(C)C)cc1 (configuration not stated)	-7%	0%	?	-4%	-13%	-5%	5%	-1%	-2%	1	3%
CCCN(CCC)CCNC(=O)CN1C(=O)COc2ccc(S(=O)(=O)N3CCOCC3)cc21	-1%	-12%&0%	0%	1%[0.46 µM]	0%	0%	0%	-7%	-1%	-1	1%&-2%
Cc1ccc(-c2nc(C3CCCN(S(=O)(=O)c4ccc(C(F)(F)F)cc4)C3)no2)cc1 (configuration not stated)	-5%	-10%	-1%	-17%	0%	0%	3%	18%	4%	23	4%
CC(=O)Nc1ccc(NC(=O)CSc2nccn2Cc2ccc(Cl)cc2)cc1	0%	-20%	1%	-5%	-5%	-5%	5%	?	-6%	-14	-3%
C/C(=N\NC(=O)c1cc2ccccc2cc1O)c1ccc(C)o1	?	0%	17%	-15%	?	0%	·	8.9µM*	27%	17	9.5µM*
Cc1ccc(C2(C(F)(F)F)N=C3Sc4cc(C)cc(C)c4N3C(=O)N2)cc1 (configuration not stated)	5%	0%	0%	0%	20%	3%	2%	-34%	12%	0	?
Cn1c(=O)c2c(nc(NN=C3CCCCC3)n2C)n(C)c1=O	-2%	-21%	-5%	-5%	4%	0%	-12%	-6%	3%	-8	?
O=C(COC(=O)c1cc([N+](=O)[O-])ccc1N1CCCC1)Nc1ccccc1OC(F)F	0%	-25%	-7%	·	·	-21%	·	·	0%	-6	3%
CCC(CC)NC(=O)CON=C1c2ccccc2-c2ccccc21	3%	-46%	-21%	-1%	-21%	-1%	-12%	-28%	-3%	-4	-2%
